High-throughput results as filed in PubChem BioAssay.
D2 antag = HTS Assay for Allosteric Antagonists of the Human D2 Dopamine Receptor: Primary Screen for Antagonists. 2% of 340,000 active. AID 485344, 2010. D(2) dopamine receptor (Homo sapiens), P14416. inhibition, % at 10 µM. HEK293 TREx D2 cells, calcium flux, dopamine EC80; in the data active means inhibition above about 30%; further: 0% is about no effect
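Tetracycline-induced HEK293 TREx cells expressing D2 receptor forced-coupled to calcium signalling, loaded with no-wash calcium dye. Compounds added and calcium flux read 180 s, then dopamine added at EC80 and read a further 180 s.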
mIDH1 inhibitor = qHTS for Inhibitors of mutant isocitrate dehydrogenase 1 (IDH1): qHTS; Isocitrate dehydrogenase [NADP] cytoplasmic (Homo sapiens), O75874; IDH1-R132H enzyme, NADPH consumption, diaphorase/resazurin fluorescence; Potency, µM (highest dose often 76.6 µM), without a hit: at the highest dose activity change, negative = inhibition, actives largely listed as inhibitors; 0.093% of 390,000 active; further: potency means the concentration at half of the fitted maximal effect; on the % scale 0 is the no-effect control and ±100 the full control effect; nearly all actives have a fitted effect of over 65% in size
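IDH1-R132H (0.5 ug/mL) preincubated 30 min with compound, then NADPH (0.016 mM) and alpha-KG (2 mM) added; 80 min at RT, pH 7.5. Remaining NADPH coupled via diaphorase/resazurin to fluorescence (540/590 nm); concentration-response curves normalized to no-enzyme control.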
TRHR enhancer = qHTS for Small Molecule Agonists and Allosteric Enhancers of Human TRH Receptor: Primary Screen for Enhancers; Thyrotropin-releasing hormone receptor (Homo sapiens), P34981; TRHR cells, fluo-8 calcium fluorescence, EC20 TRH enhancement; 0.66% of 360,000 active; enhancement, % at 2 µM; in the data active means enhancement above about 30%; further: 0% is about no effect
Target sequence (P34981 whole entry, looked up): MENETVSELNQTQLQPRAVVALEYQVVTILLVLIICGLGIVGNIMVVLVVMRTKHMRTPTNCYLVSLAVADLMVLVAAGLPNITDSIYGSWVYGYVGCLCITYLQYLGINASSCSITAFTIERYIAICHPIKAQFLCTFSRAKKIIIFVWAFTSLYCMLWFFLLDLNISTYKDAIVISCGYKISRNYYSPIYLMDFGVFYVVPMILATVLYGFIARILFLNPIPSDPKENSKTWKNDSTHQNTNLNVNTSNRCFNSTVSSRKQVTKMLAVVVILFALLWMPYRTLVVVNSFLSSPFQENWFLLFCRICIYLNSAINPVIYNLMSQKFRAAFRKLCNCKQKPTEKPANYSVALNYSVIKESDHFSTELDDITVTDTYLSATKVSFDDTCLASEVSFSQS
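TRHR-expressing cells loaded with fluo-8 calcium dye were read kinetically (ex 480/em 530) during compound addition, then stimulated with an EC20 of TRH (10 nM final). Enhancement of the Gq-mediated intracellular calcium response was scored.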
TRHR ag = qHTS for Small Molecule Agonists and Allosteric Enhancers of Human TRH Receptor: Primary Screen for Agonists; 0.18% of 360,000 active; TRHR cells, calcium flux fluo-8, FDSS agonist mode; Thyrotropin-releasing hormone receptor (Homo sapiens), P34981; activation, % at 2 µM; in the data active means activation above about 30%; further: 0% is about no effect
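Read-out: compound-evoked intracellular calcium rise in TRHR cells, fluo-8 dye, kinetic FDSS fluorescence at 1 s/cycle following a 10-cycle baseline. Cells cultured overnight before dye loading (30 min–1.5 h, RT).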
TrxR1 substrate = qHTS Assay for Substrates of Mammalian Selenoprotein Thioredoxin Reductase 1 (TrxR1): qHTS | Thioredoxin reductase 1, cytoplasmic (Rattus norvegicus), O89049 | purified TrxR1 substrate turnover, NADPH consumption readout | Potency, µM (titrated, usually from 114 µM), for the others: top-dose activity change, negative = substrate turnover | 0.01% of 390,000 active; further: potency means the concentration at half of the fitted maximal effect; on the % scale 0 is the no-effect control and ±100 the full control effect; nearly all actives have a fitted effect of over 50% in size
Target sequence (O89049 whole entry, looked up): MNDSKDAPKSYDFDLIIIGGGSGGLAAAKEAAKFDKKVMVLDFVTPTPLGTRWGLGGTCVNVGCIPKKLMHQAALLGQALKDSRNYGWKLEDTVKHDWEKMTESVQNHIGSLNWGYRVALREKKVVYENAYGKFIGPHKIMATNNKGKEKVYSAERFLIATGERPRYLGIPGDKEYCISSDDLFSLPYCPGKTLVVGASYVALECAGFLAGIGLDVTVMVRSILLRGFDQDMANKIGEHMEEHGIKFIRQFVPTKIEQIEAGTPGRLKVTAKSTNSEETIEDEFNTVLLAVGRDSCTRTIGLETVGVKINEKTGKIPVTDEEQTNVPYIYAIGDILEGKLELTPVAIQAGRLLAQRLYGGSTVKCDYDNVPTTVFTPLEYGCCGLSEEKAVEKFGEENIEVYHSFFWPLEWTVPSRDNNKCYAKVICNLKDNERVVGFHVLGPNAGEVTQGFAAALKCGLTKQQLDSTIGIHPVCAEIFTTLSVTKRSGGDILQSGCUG
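Rat TrxR1, dispensed at 90 nM, was prereduced with 400 uM NADPH (final) for 5 min at ~22 deg C, then incubated with compound 15 min before 400 uM selenite. A first-read NADPH fluorescence drop versus no-compound background flagged substrates.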
TrxR1 inh = qHTS Assay for Inhibitors of Mammalian Selenoprotein Thioredoxin Reductase 1 (TrxR1): qHTS; 1% of 390,000 active; Thioredoxin reductase 1, cytoplasmic (Rattus norvegicus), O89049; Potency, µM (top dose mostly 114 µM), inactives show top-dose activity change, negative = inhibition, most hits filed as inhibitors; recombinant rTrxR1, NADPH fluorescence consumption, selenite substrate; further: potency means the concentration at half of the fitted maximal effect; on the % scale 0 is the no-effect control and ±100 the full control effect; nearly all actives have a fitted effect of over 65% in size
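Rat TrxR1 (90 nM in the dispensed reagent) was pre-reduced with 400 uM NADPH for 5 min at room temperature, then incubated with compound for 15 min. After 400 uM selenite was added, NADPH fluorescence (Ex 340/Em 450 nm) was followed for 8 min.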
Pin1 inh = qHTS Assay to Find Inhibitors of Pin1; Pin1 FP peptide displacement, HiFluor488, 10 min; Potency, µM (highest dose often 115 µM), for the others: at the top dose activity, negative = inhibition, usual class: inhibitors; 0.009% of 390,000 active; AID 504891, 2011; active means well fitted inhibition curve with a large enough effect in the polarisation, with a control signal flat, not every such curve was filed as active; inconclusive means small, poorly fitted or top-dose-only effect, or effect the other way, or a change in a side signal; inactive means no such curve, though single readings can be large or run the other way; the % refers to the polarisation; further: potency means the concentration at half of the fitted maximal effect; on the % scale 0 is the no-effect control and ±100 the full control effect
Target sequence (Q13526 whole entry, looked up): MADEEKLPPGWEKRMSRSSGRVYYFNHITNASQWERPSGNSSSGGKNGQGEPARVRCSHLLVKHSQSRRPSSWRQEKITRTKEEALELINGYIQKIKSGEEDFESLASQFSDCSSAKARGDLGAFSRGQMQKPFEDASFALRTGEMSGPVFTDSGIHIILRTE
D2 agonist = HTS Assay for Allosteric Agonists of the Human D2 Dopamine Receptor: Primary Screen for Agonists. D(2) dopamine receptor (Homo sapiens), P14416. HEK293 T-REx D2 cells, calcium flux agonist mode. activation, % at 2 µM. 0.53% of 340,000 active. AID 485358, 2010;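 active means activation over 3 SD above normal in the single-dose calcium agonist read, cut at about 30% in these data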; further: 0% is about no effect
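Agonism is scored from calcium flux in a force-coupled, inducible HEK293 cell line expressing D2, read kinetically for 180 s after compound addition against dopamine controls.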
USP1 inh = Inhibitors of USP1/UAF1: Primary Screen; recombinant USP1/UAF1, Ub-Rhodamine cleavage fluorescence; Ubiquitin carboxyl-terminal hydrolase 1 (Homo sapiens), O94782; Potency, µM (doses to about 57.1 µM), inactives show top-dose activity change, negative = inhibition, actives largely listed as inhibitors; 0.23% of 390,000 active; AID 743255, 2014; further: potency means the concentration at half of the fitted maximal effect; on the % scale 0 is the no-effect control and ±100 the full control effect; nearly all actives have a fitted effect of over 60% in size; inactives centre near -12
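USP1/UAF1 complex (1 nM) preincubated 15 min at room temperature with compound, then Ub-Rho substrate (150 nM final) added. Kinetic fluorescence at 480/540 nm over 6 reads at 60 s intervals; 50 mM HEPES pH 7.8, 0.5 mM EDTA, 0.1 mg/ml BSA, 1 mM TCEP, 0.01% Tween-20.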
* = called active by the depositor; ? = inconclusive; . = not tested or not shown; & = joins results of further samples; [ ] = dose if it differs, or a comment. Unless noted, the call rests on the fitted dose curve; in most records, active means well fitted inhibition curve with a large enough effect; inconclusive means small, poorly fitted or top-dose-only effect; inactive means no such curve, though single readings can be large or run the other way. These rows are one share of the data; count on the stated rates, not on these rows.

cpd	Molecule	D2 antag	mIDH1 inhibitor	TRHR enhancer	TRHR ag	TrxR1 substrate	TrxR1 inh	Pin1 inh	D2 agonist	USP1 inh
1	COc1ccc(S(=O)(=O)N2c3ccccc3OCC2C)cc1 (stereo unspecified)	-16	8%	-2	-0.5	0%	22%[57.1 µM]	0%	-0.5	?
2	O=C(CSc1nncs1)NC(=O)Nc1ccc2c(c1)OCCO2	-3	6%	-2	-0.8	4%	15%	-8%	0.0	-22%
3	CC(CS(=O)(=O)c1ccccc1[N+](=O)[O-])N1CCOCC1 (stereo unspecified)	6	2%	0	-1.4	6%	14%	-1%	0.4	-24%
4	O=c1c(N2CCN(c3cccc(Cl)c3)CC2)csc2ccc(Cl)cc12	.	3%	-1	0.5	3%[57.1 µM]	10%[57.1 µM]	2%	1.3	-25%
5	O=C(OCC(=O)c1ccc(Cl)s1)c1ccc(CO)cc1	-13	0%	-6	0.6	-3%	-11%	-8%	0.3	-14%
6	O=C(O)C1C2C=CC(O2)C1C(=O)NCc1ccccc1Br (stereo unspecified)	2	6%	2	0.6	2%	11%	-6%	2.0	0%
7	COc1ccc(-c2ccc(=O)n(CC(=O)Nc3ccccc3C(F)(F)F)n2)cc1	.	3%	-4	-0.5	12%[57.1 µM]	27%[57.1 µM]	-4%	-0.4	-6%
8	CCOC(=O)C(C)n1cnc2sc3c(c2c1=O)CCC3 (stereo unspecified)	-12	3%	11	-0.4	9%[57.1 µM]	16%[57.1 µM]	10%	0.0	4%
9	CC(NC(=O)c1ccccc1)C(=O)N/N=C/c1ccco1 (stereo unspecified)	-11	5%	2	0.9	3%	22%	0%	1.4	-12%
10	CCCCc1nc2sc3c(=O)n(N)cnc3c2c2c1CCCC2	-5	-13%	-5	0.4	2%	38%	-1%	0.0	-4%
11	O=C(NC(=S)Nc1ccccc1)c1ccc(-c2ccccc2)cc1	-11	-5%	-10	0.6	-12%	-32%	0%	1.0	-10%
12	Cc1ccc(C)c(CSc2nnc(-c3cccnc3)n2N)c1	3	17%	-3	0.2	-6%	-12%	0%	-0.5	-11%
13	CN(CC(=O)Nc1ccc(F)cc1)C(=O)c1cccc(S(=O)(=O)N2CCN(c3ccc(F)cc3)CC2)c1	13	2%	-2	-0.3	-11%	-5%	?	0.2	-13%
14	COc1cc(OC)cc(-c2nc(SCC(=O)Nc3ccccc3F)n[nH]2)c1	1	25%	12	4.1	0%	13%	-2%	1.6	-19%
15	Cc1cccc(Cn2cc(S(=O)(=O)c3ccc(Cl)cc3)c(=O)c3cc4c(cc32)OCO4)c1	.	36%	-1	2.2	2%	5%	8%	0.8	1%
16	O=C(Oc1c(Br)cc([N+](=O)[O-])cc1Br)c1cccnc1	0	-6%	-1	-1.0	-6%[57.1 µM]	-16%[57.1 µM]	-11%	4.4	-5%
17	Cc1ccc(-c2cc(C(F)(F)F)n3nc(-c4ccc(Cl)cc4)cc3n2)cc1	.	-2%	1	0.3	0%	8%	-1%	0.5	-11%
18	CCOc1ccc(OCC)c(NC(=O)CSc2nc3c(c(=O)n(C)c(=O)n3C)n2CC)c1	3	1%	12	0.5	8%	15%	-2%	-0.5	-23%
19	NC(=O)Cn1c(=O)n(C2CCCCC2)c(=O)c2c3c(sc21)CCCCC3	-18	7%	6	-1.0	4%[57.1 µM]	5%[57.1 µM]	-2%	2.1	-2%
20	O=C(c1ccc([N+](=O)[O-])cc1)N1CCN(C(=O)c2cccnc2)CC1	12	0%	25	0.3	-9%[57.1 µM]	-1%[57.1 µM]	-15%	-0.9	-2%
21	CC1Cc2ccccc2N1C(=O)CSc1nnc(-c2ccccc2)c(-c2ccccc2)n1 (stereo unspecified)	6	9%	-3	0.0	5%	22%	33%[activator]	0.7	-14%
22	CCOc1ccc(Br)cc1C(=O)Nc1ccc(C(=O)NCC(C)C)cc1	13	2%	2	-1.3	7%[57.1 µM]	3%[57.1 µM]	-3%	1.5	-2%
23	O=C(c1ccc2c(c1)N(Cc1c(F)cccc1Cl)C(=O)c1ccccc1S2)N1CCCC1	.	-31%	-13	0.0	-2%	25%	30%[activator]	4.3	-32%
24	CSc1ccc(CCNC(=O)CCc2nnc3ccc(N4CCCC4)nn23)cc1	3	11%	-1	-2.4	5%	12%	0%	-0.6	-23%

Values in list order from above:
Entries 14 to 24 in Pin1 inh: -2%, 8%, -11%, -1%, -2%, -2%, -15%, 33%[activator], -3%, 30%[activator], 0%
Entries 14 to 24 in TRHR ag: 4.1, 2.2, -1.0, 0.3, 0.5, -1.0, 0.3, 0.0, -1.3, 0.0, -2.4

Remaining list, next part.
cpd	Molecule	D2 antag	mIDH1 inhibitor	TRHR enhancer	TRHR ag	TrxR1 substrate	TrxR1 inh	Pin1 inh	D2 agonist	USP1 inh
25	Cc1ccc(F)cc1NC(=O)CCc1c(C)nn(-c2ccc(N3CCOCC3)nn2)c1C	.	19%	4	-0.5	-2%[57.1 µM]	4%[57.1 µM]	7%	-0.5	-10%
26	CS(=O)(=O)N(CC(=O)NCc1ccco1)c1ccccc1Cl	7	8%	1	0.0	4%	1%	-15%	0.0	-6%
27	COc1ccc(OC)c(NC(=O)NNC(=O)c2cc3occc3[nH]2)c1	-1	4%	4	0.0	13%	37%[activator]	-6%	-0.1	-21%
28	O=S(=O)(c1ccc2ccccc2c1)N1CCCCC1	-4	12%	-4	-1.0	-6%	2%	2%	0.0	-12%
29	COc1ccc(C(=O)NCCCn2cccn2)cc1OC1CCN(C(C)=O)CC1	1	6%	1	-0.2	-1%	11%	4%	1.0	-14%
30	CCOc1ccc2nc(NCCNC(=O)Nc3cccc(C)c3)c(C#N)cc2c1	13	3%	6	5.4	10%[57.1 µM]	10%[57.1 µM]	4%	0.6	-4%
31	COc1ccc(SCCN2CCN(CC(C)C)CCC2=O)cc1	12	5%	1	-0.5	1%&-1%	1%&8%	-9%&4%	-0.1	-24%
32	CC(C)C(NC(=O)C12CC3CC(CC(C3)C1)C2)C(=O)N/N=C/C1=C(N2CCOCC2)C(=C\c2ccc([N+](=O)[O-])cc2)/CC1 (stereo unspecified)	-12	-9%	18	1.0	-3%	1%	10%	0.6	-12%
33	Cn1c(N)c(C(=O)COC(=O)CCC(=O)c2cccs2)c(=O)n(C)c1=O	-16	2%	-2	0.7	-11%	-17%	-1%	-0.1	-16%
34	COC(=O)c1cc(-c2ccc(NC(C)=O)cc2)nc2ccccc12	-8	-9%	14	-0.5	8%	-14%	-1%	-0.2	-16%
35	Cc1ccc(-c2nc3ccccc3[nH]2)cc1NC(=O)c1sc2cc(Cl)ccc2c1Cl	-12	-2%	-5	0.0	3%	-5%	18%	-0.4	-8%
36	CCOc1ccc(C(=O)COC(=O)c2c(-c3ccccc3)noc2C)cc1	1	-7%	12	1.6	-5%	14%	9%	1.4	-10%
37	CC(C)(C)OC(=O)CNC(=O)c1[nH]cnc1C(=O)NC1CCN(C(=O)OC(C)(C)C)CC1	13	-15%	0	-2.4	4%[57.1 µM]	10%[57.1 µM]	-5%	1.8	-15%
38	O=C(NCC(O)COc1ccc([N+](=O)[O-])cc1)c1ccccc1 (stereo unspecified)	1	21%	-2	-0.5	5%[57.1 µM]	12%[57.1 µM]	-2%	0.1	-7%
39	CC(=O)Nc1ccc(S(=O)(=O)NC2(C(F)(F)F)C(=O)Nc3c2c(=O)[nH]c(=O)n3-c2ccc(C)cc2)cc1 (stereo unspecified)	.	21%	16	0.0	-7%	-12%	-3%	-1.3	-18%
40	CCN(CC)S(=O)(=O)c1cccc(-c2nnc(SCCOc3ccccc3C)o2)c1	0	-5%	-7	4.9	2%	18%	6%	2.8	-16%
41	COc1ccc(CNC(=O)C2CCN(S(=O)(=O)N3CCC(C)CC3)CC2)c(OC)c1	.	-1%&-13%	-6	-1.4	-2%[57.1 µM]	12%[57.1 µM]	-2%	-0.3	11%&-23%
42	COc1cc(OC)c(OC)cc1CN1CCc2nc(N3CCN(c4ccccc4F)CC3)ncc2C1	.	28%	2	1.2	-1%[57.1 µM]	14%[57.1 µM]	2%	1.2	-4%
43	O=C(c1nc2nc(-c3cccs3)cc(C(F)(F)F)n2n1)N1CCN(Cc2ccccc2)CC1	5	-2%	4	-0.4	343%[activator]	?	12%	65*	7%
44	CCN(C(=O)CN1CC(C)OC(C)C1)c1c(N)n(Cc2ccccc2)c(=O)[nH]c1=O (stereo unspecified)	.	-1%	1	0.8	5%[57.1 µM]	20%[57.1 µM]	-8%	.	3%
45	Clc1cccc(Cl)c1Cn1c(-c2cccnc2Cl)nc2ccccc21	-8	4%	-4	0.0	3%[57.1 µM]	-5%[57.1 µM]	20%	0.1	-15%
46	CCOc1ccc(S(=O)(=O)N2CC(=O)Nc3ccccc32)cc1	5	11%	-1	0.5	10%[57.1 µM]	3%[57.1 µM]	0%	1.4	-14%
47	O=C(N/N=C/c1ccccc1Br)c1cccc(S(=O)(=O)N2CCOCC2)c1	.	3%	3	0.4	-1%	27%	-3%	.	-22%
